NPC1 prom act – qHTS Assay for NPC1 Promoter Activators; Huh7 NPC1 promoter luciferase reporter, 24 h; Potency, µM (titrated, usually from 9.22 µM), inactives show at the highest dose activation, most hits filed as activators; actives 2.4% (n = 320,000);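 note: potency is the fitted concentration of half-maximal effect; % of control where 0% means no effect; nearly all actives have a fitted effect of over 60% in size; reporter is driven by a mutant NPC1 promoter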
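Luminescence from an NPC1 promoter-driven luciferase reporter in stably transfected Huh7 cells was measured after 24 h compound treatment at 37 °C, followed by 10 min ambient incubation with luciferase detection reagent.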
Menin-MLL TR inh – qHTS Assay for Inhibitors Targeting the Menin-MLL Interaction in MLL Related Leukemias: Competition With Texas Red Labeled MLL-derived Mutant Peptide | O00255 | Menin + Texas Red MLL mutant peptide, fluorescence polarization | Potency, µM (titrated, usually from 61.6 µM), for the others: at the highest dose FP activity change, negative = inhibition, actives largely listed as inhibitors | actives 0.23% (n = 270,000) | AID 1768, 2009; active = well fitted inhibition curve with a large enough effect in the polarisation, with a control signal flat, not every such curve was filed as active; inconclusive = small, poorly fitted or top-dose-only effect, or effect the other way, or a change in a side signal; inactive = no such curve, though single readings can be large or run the other way; the % refers to the polarisation; note: potency is the fitted concentration of half-maximal effect; % of control where 0% means no effect; many of its hits are not listed in these tables
PKM2 activator – qHTS Assay for Activators of Human Muscle isoform 2 Pyruvate Kinase; Pyruvate kinase PKM (Homo sapiens), P14618; purified PKM2, Kinase-Glo ATP luminescence, activation; response scale: 0% is enzyme alone, no compound; Potency, µM (series often up to 57.5 µM), for inactives: at the top dose activation, actives largely listed as activators; actives 0.34% (n = 260,000); note: potency is the fitted concentration of half-maximal effect; % is set by controls: 0 for no effect and ±100 for the full control effect; nearly all actives have a fitted effect of over 55% in size
Target sequence (P14618 whole entry, looked up, canonical isoform): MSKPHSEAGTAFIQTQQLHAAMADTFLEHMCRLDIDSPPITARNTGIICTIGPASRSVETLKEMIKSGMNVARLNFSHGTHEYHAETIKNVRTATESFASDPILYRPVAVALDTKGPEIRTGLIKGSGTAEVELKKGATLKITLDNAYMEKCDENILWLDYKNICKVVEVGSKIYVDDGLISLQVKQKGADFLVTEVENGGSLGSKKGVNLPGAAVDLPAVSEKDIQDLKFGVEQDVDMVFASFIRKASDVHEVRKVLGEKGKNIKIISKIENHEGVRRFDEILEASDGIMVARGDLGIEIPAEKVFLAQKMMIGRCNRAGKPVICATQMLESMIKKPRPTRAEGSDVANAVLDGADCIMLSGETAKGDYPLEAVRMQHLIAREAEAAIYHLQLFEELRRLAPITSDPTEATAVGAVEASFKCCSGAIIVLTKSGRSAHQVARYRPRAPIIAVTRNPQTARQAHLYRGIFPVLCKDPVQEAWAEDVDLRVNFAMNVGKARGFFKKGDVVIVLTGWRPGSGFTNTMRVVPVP
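Purified hPK-M2 (>95% pure) converted ADP (0.1 mM final) to ATP with 0.5 mM PEP in 50 mM imidazole pH7.2, KCl, MgCl2, Tween 20, BSA; 1 h at room temperature. ATP detected by Kinase-Glo luminescence.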
FLuc modulator – qHTS profiling assay for firefly luciferase inhibitor/activator using purifed enzyme and Km concentrations of substrates (counterscreen for miR-21 project). AID 588342, 2011. Luciferin 4-monooxygenase (Photinus pyralis), P08659. actives 6.9% (n = 360,000). Potency, µM (highest dose often 57.5 µM), without a hit: at the top dose activity change, negative = inhibition, actives largely listed as inhibitors. purified FLuc, Km substrates, luminescence inhibition;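 note: potency is the fitted concentration of half-maximal effect; plate controls were vehicle for no effect and reference inhibitor for full effect; nearly all actives have a fitted effect of over 55% in size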
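Biochemical qHTS of compounds, final roughly 60 µM downward over six points, against 10 nM purified firefly luciferase using Km concentrations of substrates (10 uM D-luciferin, 10 uM ATP) in Tris acetate pH 7.5 buffer; luminescence output.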
VP16 counter – VP16 counterscreen qHTS for inhibitors of ROR gamma transcriptional activity; Drosophila S2 Gal4-VP16 UAS-luciferase, luminescence, 20 h; Potency, µM (series often up to 53.6 µM), for inactives: top-dose activity, negative = inhibition, usual class: inhibitors; actives 3.5% (n = 310,000); AID 2546, 2010;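 note: Gal4-VP16 expression switched on by copper sulfate through the metallothionein promoter; potency is the fitted concentration of half-maximal effect; % is set by controls: 0 for no effect and ±100 for the full control effect; nearly all actives have a fitted effect of over 50% in size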
RORg inh – qHTS for inhibitors of ROR gamma transcriptional activity; Nuclear receptor ROR-gamma (Mus musculus), P51450; Drosophila S2 Gal4-RORgamma UAS-luciferase reporter, 20 h; Potency, µM (highest dose often 53.6 µM), inactives show at the highest dose activity change, negative = inhibition, usual class: inhibitors; actives 5.4% (n = 310,000); AID 2551, 2010; note: potency is the fitted concentration of half-maximal effect; % is set by controls: 0 for no effect and ±100 for the full control effect; nearly all actives have a fitted effect of over 60% in size
Target sequence (P51450 whole entry, looked up, the tested form may be a part): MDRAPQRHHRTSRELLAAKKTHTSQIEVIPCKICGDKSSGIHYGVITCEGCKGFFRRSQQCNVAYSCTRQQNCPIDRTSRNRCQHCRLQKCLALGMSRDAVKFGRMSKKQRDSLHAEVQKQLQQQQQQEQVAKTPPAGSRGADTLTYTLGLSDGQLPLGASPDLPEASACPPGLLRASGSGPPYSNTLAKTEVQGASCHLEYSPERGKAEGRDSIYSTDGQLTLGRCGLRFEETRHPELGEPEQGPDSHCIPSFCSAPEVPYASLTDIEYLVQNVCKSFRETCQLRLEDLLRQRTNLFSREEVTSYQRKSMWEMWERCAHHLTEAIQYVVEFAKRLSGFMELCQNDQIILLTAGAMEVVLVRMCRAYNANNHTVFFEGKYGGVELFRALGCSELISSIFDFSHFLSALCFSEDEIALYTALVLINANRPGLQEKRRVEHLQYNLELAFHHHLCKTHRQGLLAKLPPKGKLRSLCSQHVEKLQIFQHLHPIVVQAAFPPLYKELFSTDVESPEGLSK
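Stable Schneider cell line, Gal4 DNA-binding domain fused to ROR gamma, UAS-luciferase. Cmpd 1 hr RT → CuSO4 700 uM final → 20 hr RT → luciferase reagent 10 min → luminescence.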
BRCA1 expr act – qHTS Assay to Identify Small Molecule Activators of BRCA1 Expression; MCF7-BRCA1-FFLuc reporter, luminescence, 48 h; response scale: scaled: vehicle 0%, 10 µM genistein 100%; Potency, µM (doses to about 46.1 µM), without a hit: at the highest dose activation, most hits filed as activators; actives 1.1% (n = 380,000); AID 624202, 2012; note: potency is the fitted concentration of half-maximal effect; nearly all actives have a fitted effect of over 80% in size; some results filed as inactive show a strong effect at the top dose
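MCF7-BRCA1-FFLuc, 2000 cells/well; 2 h attach, 37 °C/5% CO2; compound 48 h; luciferase substrate 15 min; luminescence end-point. Norm. to genistein 10 microM max activation and DMSO; concentration-response curves fitted.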
ELG1 genotoxic – qHTS screen for small molecules that induce genotoxicity in human embryonic kidney (HEK293T) cells expressing luciferase-tagged ELG1; Potency, µM (titrated, usually from 46 µM), inactives show top-dose activity change, positive = activation, usual class: activators; HEK293T ELG1-luciferase reporter, luminescence, 16 h; actives 1.3% (n = 330,000); AID 504466, 2011; note: potency is the fitted concentration of half-maximal effect; % of control where 0% means no effect; nearly all actives have a fitted effect of over 60% in size
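HEK293T cells expressing luciferase-tagged ELG1 were treated with compound or DMSO for 16 hr at 37°C. Luciferase activity was then read after 30 min with ONE-Glo at room temperature; rising signal flags genetic stress.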
Rab9 prom act – qHTS Assay for Rab9 Promoter Activators; Huh7 Rab9 promoter-luciferase reporter, luminescence, 24 h; Potency, µM (highest dose often 9.22 µM), without a hit: top-dose activation, negative = inhibition, usual class: activators; actives 2.8% (n = 320,000); note: potency is the fitted concentration of half-maximal effect; % of control where 0% means no effect; nearly all actives have a fitted effect of over 60% in size
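Huh7 reporter line, Rab9 promoter upstream of luciferase. Compound exposure 24 h at 37 °C in reduced-serum medium with 10% FBS. Read-out: luminescence.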
p53 reactivation – qHTS assay for re-activators of p53 using a Luc reporter | Potency, µM (titrated, usually from 92.2 µM), without a hit: at the top dose activity change, positive = activation, actives largely listed as activators | H1299 p53-A138V BP100-luciferase reporter, luminescence, 24 h | actives 0.063% (n = 320,000); note: potency is the fitted concentration of half-maximal effect; % of control where 0% means no effect; nearly all actives have a fitted effect of over 45% in size
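p53-null H1299 cells stably carrying temperature-sensitive p53-A138V and a BP100-luciferase reporter were pinned with compounds (4-point, 1:5 series) and held 24 hrs at 37 deg C. Luminescence was read 10 min after detection reagent.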
Giardia killer – Small Molecules that selectively kill Giardia lamblia: qHTS. Giardia lamblia trophozoite viability. activity change, % at 7.66 µM, hits read low. actives 0.15% (n = 340,000). AID 540267, 2011; in the data active = activity change below about -80%; inconclusive = between about -30% and that limit;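 note: parasites exposed to compound for two days anaerobically before the ATP read; % is set by controls: 0 for no effect and ±100 for the full control effect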
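Trophozoites 100 cells/well + cpd; 48 hrs, 37 deg C, anaerobic. ATPLite 1-Step added, 15-30 min RT, luminescence read (ATP-based viability).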
* hit, by the source's call; [ ] = dose if it differs, or a comment. Unless noted, calls come from the whole dose curve; as a rule, active = well fitted curve in the direction sought with a large enough effect; inconclusive = small, poorly fitted or top-dose-only effect, or another doubt; inactive = no such curve, though single readings can be large; an effect the other way counts as inactive or inconclusive.

How did CC(=O)c1sc(NC(=O)c2ccc(C(C)(C)C)cc2)nc1C do in these assays?
NPC1 prom act: 1.6µM*; Menin-MLL TR inh: 31%[activator]; PKM2 activator: -3%; FLuc modulator: 1.3µM*; VP16 counter: -18%; RORg inh: -37%; BRCA1 expr act: 96%; ELG1 genotoxic: inconclusive; Rab9 prom act: 1.6µM*; p53 reactivation: -5%; Giardia killer: -20

How did N#C/C(C(N)=O)=C1/CCc2ccccc2N1 do in these assays?
NPC1 prom act: 9%; Menin-MLL TR inh: 1%; PKM2 activator: -3%; FLuc modulator: -11%; VP16 counter: -5%; RORg inh: 20%; BRCA1 expr act: 15%; ELG1 genotoxic: -2%; Rab9 prom act: -10%; p53 reactivation: 2%; Giardia killer: 8

What do the screens show for `COc1ccc(NC(=O)Cc2c(F)cccc2Cl)cc1`?
NPC1 prom act: 20%; Menin-MLL TR inh: -22%; PKM2 activator: -5%; FLuc modulator: inconclusive; VP16 counter: -3%; RORg inh: -1%; BRCA1 expr act: inconclusive; ELG1 genotoxic: inconclusive; Rab9 prom act: 22%; p53 reactivation: 20%; Giardia killer: -26

Results for Cc1ccc(/C=C(\C#N)c2nc3ccccc3[nH]2)s1 ?
NPC1 prom act: 0.79µM*; Menin-MLL TR inh: inconclusive; PKM2 activator: 3%; FLuc modulator: 4.8µM*; VP16 counter: 10µM*; RORg inh: inconclusive; BRCA1 expr act: -51%; ELG1 genotoxic: inconclusive; Rab9 prom act: 0.35µM*; p53 reactivation: inconclusive; Giardia killer: inconclusive

How did CC(C)(C)NCC(O)COc1ccccc1C(=O)CCc1ccccc1 (centres undefined) do in these assays?
NPC1 prom act: -1%; Menin-MLL TR inh: inconclusive; PKM2 activator: 12%; FLuc modulator: 0%; VP16 counter: -14%; RORg inh: inconclusive; BRCA1 expr act: -13%; ELG1 genotoxic: -2%; Rab9 prom act: 0%; p53 reactivation: 1%; Giardia killer: -9

What do the screens show for `CC1(C)Cc2ccccc2C(Nn2cnnc2)=N1`?
NPC1 prom act: -2%; Menin-MLL TR inh: 1%; PKM2 activator: -2%; FLuc modulator: -1%; VP16 counter: 10%; RORg inh: 11%; BRCA1 expr act: 0%; ELG1 genotoxic: 2%; Rab9 prom act: -13%; p53 reactivation: 0%; Giardia killer: -5

How did Cc1cc(OCC(=O)NCC(c2cccs2)N2CCOCC2)ccc1C(C)C (centres undefined) do in these assays?
NPC1 prom act: -2%; FLuc modulator: -1%; BRCA1 expr act: -27%; ELG1 genotoxic: -2%; Rab9 prom act: -3%; p53 reactivation: -5%; Giardia killer: -6

What do the screens show for `NS(=O)(=O)c1ccc(CCNc2ccnc3cc(Cl)ccc23)cc1`?
NPC1 prom act: -3%; Menin-MLL TR inh: -30%; PKM2 activator: -1%; FLuc modulator: 1%; VP16 counter: -26%; RORg inh: 26%; BRCA1 expr act: -9%; ELG1 genotoxic: -4%; Rab9 prom act: -4%; p53 reactivation: 1%; Giardia killer: 1

What do the screens show for `Cc1noc(C(=O)Nc2ccc(C#N)cc2)c1Cl`?
NPC1 prom act: 15%; Menin-MLL TR inh: -7%; FLuc modulator: 2%; VP16 counter: 23%; RORg inh: -2%; BRCA1 expr act: -32%; ELG1 genotoxic: 2%; Rab9 prom act: 14%; p53 reactivation: 9%; Giardia killer: 34[activator]

How did CS(=O)(=O)N(Cc1ccc(F)cc1)Cc1nc2ccccc2c(=O)[nH]1 do in these assays?
NPC1 prom act: -1%; Menin-MLL TR inh: -17%; PKM2 activator: 7%; FLuc modulator: -3%; VP16 counter: 1%; RORg inh: -14%; BRCA1 expr act: 8%; ELG1 genotoxic: 0%; Rab9 prom act: -2%; p53 reactivation: 3%; Giardia killer: -8

How did O=C(O)CC1(CC(=O)Nc2ccc3ccccc3c2)CCCCC1 do in these assays?
NPC1 prom act: 2%; Menin-MLL TR inh: 13%; PKM2 activator: 4%; FLuc modulator: inconclusive; VP16 counter: 1%; RORg inh: 0%; BRCA1 expr act: -12%; ELG1 genotoxic: 4%; Rab9 prom act: 10%; p53 reactivation: -2%; Giardia killer: 9

How did CC1=CCn2c(=O)c3ccccc3c(=O)n2C1 do in these assays?
NPC1 prom act: 1%; Menin-MLL TR inh: 4%; PKM2 activator: -1%; FLuc modulator: 0%; VP16 counter: 2%; RORg inh: 3%; BRCA1 expr act: 10%; ELG1 genotoxic: 0%; Rab9 prom act: 2%; p53 reactivation: 4%; Giardia killer: 15

What do the screens show for `CCN(CC)CCNC(=O)C1c2cc(OC)c(OC)cc2C(=O)N(C)C1c1cccs1` (centres undefined)?
NPC1 prom act: 0%; Menin-MLL TR inh: -18%; PKM2 activator: -1%; FLuc modulator: -4%; VP16 counter: 0%; RORg inh: 2%; BRCA1 expr act: 0%; ELG1 genotoxic: 9%; Rab9 prom act: 0%; p53 reactivation: -3%; Giardia killer: 15

Results for O=C(NNC(=O)c1ccc(Br)o1)c1ccc(NC(=O)c2ccccc2)cc1 ?
NPC1 prom act: -3%; Menin-MLL TR inh: inconclusive; PKM2 activator: -1%; FLuc modulator: 6%; VP16 counter: -29%; RORg inh: -13%; BRCA1 expr act: -25%; ELG1 genotoxic: 5%; Rab9 prom act: -4%; p53 reactivation: -2%; Giardia killer: 17

How did Cc1cc(NC(=O)CSc2nnc(CNC(=O)c3ccccc3)o2)no1 do in these assays?
NPC1 prom act: -5%; PKM2 activator: 2%; FLuc modulator: -4%; VP16 counter: 7%; RORg inh: -11%; BRCA1 expr act: -24%; ELG1 genotoxic: 2%; Rab9 prom act: 10%; p53 reactivation: inconclusive; Giardia killer: 2

How did O=C(CNC(=O)c1ccccc1F)OCn1nnc2ccccc2c1=O do in these assays?
NPC1 prom act: -1%; FLuc modulator: 1%; BRCA1 expr act: 1%; ELG1 genotoxic: 1%; Rab9 prom act: -1%; p53 reactivation: 0%; Giardia killer: -22

How did COCCn1c(SC2CCCCC2=O)nnc1-c1ccncc1 (centres undefined) do in these assays?
NPC1 prom act: 3%; Menin-MLL TR inh: 1%; PKM2 activator: -7%; FLuc modulator: -1%; VP16 counter: 4%; RORg inh: 15%; BRCA1 expr act: -6%; ELG1 genotoxic: -3%; Rab9 prom act: 10%; p53 reactivation: -1%; Giardia killer: 10

What do the screens show for `Cc1cccnc1NC(=S)Nc1ccc(Cl)c(Cl)c1`?
NPC1 prom act: 11%; Menin-MLL TR inh: inconclusive; PKM2 activator: 3%; FLuc modulator: inconclusive; VP16 counter: inconclusive; RORg inh: inconclusive; BRCA1 expr act: 35%; ELG1 genotoxic: inconclusive; Rab9 prom act: inconclusive; p53 reactivation: 8%; Giardia killer: -2

How did COc1cccc(/C=N/NC(=O)c2ccccc2NC(=O)c2ccco2)c1OC do in these assays?
NPC1 prom act: 0%; PKM2 activator: -11%; FLuc modulator: 11µM*; VP16 counter: -4%; RORg inh: -25%; BRCA1 expr act: 7%; ELG1 genotoxic: -2%; Rab9 prom act: -3%; p53 reactivation: -7%; Giardia killer: -3

Results for O=C(NC(=S)Nc1ccccc1)c1csnn1 ?
NPC1 prom act: 4%; Menin-MLL TR inh: inconclusive; PKM2 activator: -4%; FLuc modulator: inconclusive; VP16 counter: inconclusive; RORg inh: 5.6µM*; BRCA1 expr act: 4%; ELG1 genotoxic: 1%; Rab9 prom act: -6%; p53 reactivation: 16%; Giardia killer: 3

What do the screens show for `O=C(c1ccc2c3n(nc2c1)-c1ccc(Cl)cc1CO3)N1CCOCC1`?
NPC1 prom act: 2µM*; PKM2 activator: -24%; FLuc modulator: 9.5µM*; VP16 counter: 6%; RORg inh: -3%; BRCA1 expr act: 6.3µM*; ELG1 genotoxic: 18µM*; Rab9 prom act: inconclusive; p53 reactivation: inconclusive; Giardia killer: -16

Results for O=C(Nc1ccccc1)/C(=C\c1ccccc1)NC(=O)c1ccco1 ?
NPC1 prom act: -6%; PKM2 activator: -21%; FLuc modulator: 1%; VP16 counter: 8%; RORg inh: 9%; BRCA1 expr act: 9%; ELG1 genotoxic: 0%; Rab9 prom act: 7%; p53 reactivation: -1%; Giardia killer: 28

Only part of the results is shown. The share of hits here may be higher or lower than overall.
